EPAC1 agonist – agonists of human EPAC1; hit rate 0.073% among 360,000; EPAC1 agonist qHTS, biochemical assay; response scale: 100% = response to 6.5 mM cAMP; AID 720707; Potency, µM (titrated, usually from 154 µM), without a hit: at the top dose activation, hits mostly activators; note: potency is the fitted concentration of half-maximal effect; nearly all actives have a fitted effect of over 60% in size
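Multi-concentration qHTS readout: loss of Rap1B-bound BODIPY-GDP fluorescence driven by 100 nM EPAC1 with excess GDP (50 uM), monitored kinetically at room temperature; agonist response expressed relative to 6.5 mM cAMP.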
CCT modulator – cytosolic chaperonin activity modulation; purified chaperonin ATPase assay, HTRF ADP detection, 30 min; activity change, % (test concentration not listed), hits read low; hit rate 0.3% among 360,000; AID 651819; in the data active = activity change below about -30%; note: % is set by controls: 0 for no effect and ±100 for the full control effect
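TRiC at 40 or 20 nM final (batch-dependent) in 30 mM Tris pH 7.4, 100 mM KCl, 5 mM MgCl2, 1 mM DTT, with compound at single 76 uM and 10 uM ATP, 30 min at 37 deg C. ADP detected by HTRF Transcreener, 665/615 ratio.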
EPAC1 antagonist – blocks human EPAC1 exchange factor; O95398; EPAC1 GEF assay, Rap1b-BODIPY-GDP exchange fluorescence; Potency, µM (series often up to 115 µM), without a hit: at the top dose activity change, negative = inhibition, most hits filed as inhibitors; hit rate 0.14% among 360,000; AID 720709;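 note: potency is the fitted concentration of half-maximal effect; plate controls were vehicle for no effect and positive control for full effect; nearly all actives have a fitted effect of over 50% in size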
WRN inhibitor – inhibitors of human WRN helicase | Potency, µM (highest dose often 114 µM), inactives show at the highest dose activity change, negative = inhibition, actives largely listed as inhibitors | hit rate 0.46% among 360,000 | Q14191 | AID 651768 | WRN helicase unwinding, fluorescent forked duplex, kinetic; note: potency is the fitted concentration of half-maximal effect; % is set by controls: 0 for no effect and ±100 for the full control effect; nearly all actives have a fitted effect of over 55% in size
Target sequence (Q14191 whole entry, looked up): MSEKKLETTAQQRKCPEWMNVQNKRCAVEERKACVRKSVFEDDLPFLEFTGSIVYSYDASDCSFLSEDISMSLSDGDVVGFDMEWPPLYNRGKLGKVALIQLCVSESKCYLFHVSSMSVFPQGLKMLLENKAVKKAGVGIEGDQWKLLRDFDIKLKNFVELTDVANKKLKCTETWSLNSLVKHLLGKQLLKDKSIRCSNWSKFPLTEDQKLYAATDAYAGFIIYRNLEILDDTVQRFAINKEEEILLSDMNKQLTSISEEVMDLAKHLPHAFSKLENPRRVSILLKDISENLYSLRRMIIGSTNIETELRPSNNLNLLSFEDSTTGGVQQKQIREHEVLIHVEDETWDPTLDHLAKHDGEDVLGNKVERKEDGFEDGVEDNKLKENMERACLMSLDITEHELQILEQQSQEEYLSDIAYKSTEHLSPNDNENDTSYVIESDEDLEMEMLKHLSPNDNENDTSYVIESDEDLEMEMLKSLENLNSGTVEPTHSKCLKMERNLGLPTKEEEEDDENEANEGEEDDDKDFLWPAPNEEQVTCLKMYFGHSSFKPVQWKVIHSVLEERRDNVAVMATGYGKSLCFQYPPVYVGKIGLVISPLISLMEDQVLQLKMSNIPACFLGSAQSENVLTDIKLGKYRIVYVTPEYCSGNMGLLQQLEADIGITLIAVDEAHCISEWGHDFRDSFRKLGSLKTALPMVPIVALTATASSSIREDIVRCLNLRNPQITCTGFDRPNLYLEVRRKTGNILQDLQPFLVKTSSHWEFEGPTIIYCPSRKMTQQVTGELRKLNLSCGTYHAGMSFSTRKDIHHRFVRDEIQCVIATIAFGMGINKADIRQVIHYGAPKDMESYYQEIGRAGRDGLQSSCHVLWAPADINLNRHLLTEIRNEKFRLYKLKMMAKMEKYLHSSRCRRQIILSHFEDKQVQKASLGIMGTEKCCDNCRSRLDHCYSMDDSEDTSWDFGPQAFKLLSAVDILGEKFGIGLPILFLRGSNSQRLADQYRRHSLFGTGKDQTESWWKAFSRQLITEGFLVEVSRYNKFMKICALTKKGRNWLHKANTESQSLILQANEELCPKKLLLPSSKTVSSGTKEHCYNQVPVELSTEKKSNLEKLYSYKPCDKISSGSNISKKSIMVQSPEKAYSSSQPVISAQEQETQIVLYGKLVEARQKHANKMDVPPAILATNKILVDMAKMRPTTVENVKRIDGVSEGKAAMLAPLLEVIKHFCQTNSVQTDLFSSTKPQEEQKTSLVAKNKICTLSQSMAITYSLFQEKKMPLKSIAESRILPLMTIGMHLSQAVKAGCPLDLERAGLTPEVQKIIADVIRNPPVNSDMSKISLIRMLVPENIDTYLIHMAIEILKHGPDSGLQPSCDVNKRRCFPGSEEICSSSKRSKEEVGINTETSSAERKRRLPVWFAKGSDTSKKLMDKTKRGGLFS
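WRN at 20 nM final was preincubated with compound for 15 min at room temperature; reaction started with 100 nM forked duplex oligonucleotide carrying fluorophore and quencher plus 2 mM ATP (final). Unwinding followed kinetically by red fluorescence (ex 525/em 598 nm).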
PI5P4Ka inh – blocks human PI5P4K alpha kinase activity; hit rate 1.2% among 330,000; max response, %; PI5P4Kalpha enzyme, ADP-Glo luminescence, 60 min; stronger effect = lower value; active = max response of -50% or lower; inconclusive = between -30% and -50%; inactive = -30% or higher; note: value at the top dose of about 77 µM; % is set by controls: 0 for no effect and ±100 for the full control effect
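Single end-point luminescence (ADP-Glo) quantified ADP from PI5P4Kalpha turnover; ATP 5 microM final, 1 h at RT, 0.1% CHAPS and 0.28 mM EGTA in HEPES pH 7.4.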
PLK1 PBD inh – PLK1 (human) polo-box domain binding inhibition | P53350 | Plk1 PBD binding of FITC phosphopeptide, fluorescence polarization | Potency, µM, for inactives: max response, negative = inhibition, hits mostly inhibitors | hit rate 2.8% among 360,000 | AID 720504; note: potency is the fitted concentration of half-maximal effect; series mostly up to about 57 µM; % is set by controls: 0 for no effect and ±100 for the full control effect; nearly all actives have a fitted effect of over 65% in size
EPAC2 ag – EPAC2 (human) agonism; EPAC2 activation, biochemical qHTS; response scale: 100% = 6.5 mM cAMP response; Potency, µM (top dose mostly 154 µM), for inactives: at the highest dose activation, usual class: activators; hit rate 0.079% among 360,000; AID 720711; note: potency is the fitted concentration of half-maximal effect; nearly all actives have a fitted effect of over 50% in size
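Setup: EPAC2 100 nM, labeled Rap1B complex 250 nM, free GDP 50 uM. Compound titrations pinned in, brief spin, 5 min room temperature incubation. Kinetic fluorescence read over 30 min, normalized to 6.5 mM cAMP.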
IL-2 act – activates IL-2 in a cell-based reporter assay; hit rate 0.065% among 360,000; IL-2 activation reporter assay, cell-based qHTS; stimulated with anti-CD3/CD4/CD28 beads; in transgenic mouse T cells; AID 652025; activation, % (series mostly up to about 46 µM); in the data active = activation above about 50%; inconclusive = mostly about 30% to 49%; note: 0% is about no effect
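Readout is EGFP and DsRed signal by fluorescent plate cytometry after 18 h at 37 degrees C. Transgenic mouse T cells (750/well) received compound for 60 min before bead stimulation (anti-CD3, anti-CD4, anti-CD28); memory T cells served as non-tolerant control.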
* marks the source's active call; other numbers are inactive results; ? = inconclusive; . = not tested or not shown; [ ] = dose if it differs, or a comment. Unless noted, calls come from the whole dose curve; as a rule, active = well fitted curve in the direction sought with a large enough effect; inconclusive = small, poorly fitted or top-dose-only effect, or another doubt; inactive = no such curve, though single readings can be large; an effect the other way counts as inactive or inconclusive. These rows are one share of the data; count on the stated rates, not on these rows.

SMILES	EPAC1 agonist	CCT modulator	EPAC1 antagonist	WRN inhibitor	PI5P4Ka inh	PLK1 PBD inh	EPAC2 ag	IL-2 act
Cc1ccc(C(=O)N[C@H](C(=O)Nc2ccc(N3CCOCC3)cc2)C(C)C)cc1	2.7%	-2.6	-5.9%	-0.2%	10.9	-6.3%	1.7%	1.2
CC(=O)N1c2ccccc2C(=O)C1N(C)c1ccc(C)cc1 (stereo not given)	1.2%	-1.7	9.2%	17.6%	0.8	-7.8%	9.4%	0.1
CCOC(=O)C(=CNc1ccc(S(N)(=O)=O)cc1)C(=O)OCC	-2.1%	1.2	-1.3%	1.9%	-2.9	5.5%	-0.9%	-7.1
COc1ccc(C(=O)O)cc1S(N)(=O)=O	0.1%	-5.3	16.7%	1.7%	-2.8	5.2%	13.9%	1.2
CCCn1c(SCC(=O)Nc2ccc(OCC)cc2)nnc1C(C)C	3.6%	0.1	2.2%	7.9%	0.2	-1.3%	2.1%	1.4
COCCCNC(=O)c1cn(CCOC)c(=O)c2c1c1ccccc1n2C	3.0%	-2.7	2.1%	3.5%	-12.2	-9.3%	13.8%	-2.3
Brc1ccc(-c2noc(CCc3ccccc3)n2)o1	1.2%	-0.6	-15.1%	-12.0%	-7.2	-14.1%	19.8%	-1.6
Cc1nc(N2CCN(c3ccccn3)CC2)c2c(C)c(C(=O)N3CCN(c4cccc(Cl)c4)CC3)sc2n1	10.3%	1.1	-1.5%	-1.3%	14.1	-13.0%	-6.3%	-1.7
COc1ccc(Cl)cc1C(=O)Nn1c(C)nc2ccccc2c1=O	3.8%	-0.6	4.8%	-16.1%	.	0.4%	5.9%	0.4
COc1ccc2ccccc2c1/C=N/NC(=O)c1nnn(-c2nonc2N)c1CN(C)C	12.9%	1.3	-17.3%	-5.6%	1.3	0.3%	0.4%	1.5
Cn1c(-c2ccc[nH]c2=O)nc2cc(Cl)ccc21	9.4%	-0.7	-0.3%	3.3%	8.8	-7.4%	-1.6%	0.6
Cc1cccc(CSc2nc(N)c(C#N)c(-c3cccs3)c2C#N)c1	-3.1%	-2.9	-0.1%	-5.3%	0.3	-4.8%	4.1%	-2.4

Continued; the last 6 above are carried over.
SMILES	EPAC1 agonist	CCT modulator	EPAC1 antagonist	WRN inhibitor	PI5P4Ka inh	PLK1 PBD inh	EPAC2 ag	IL-2 act
Brc1ccc(-c2noc(CCc3ccccc3)n2)o1	1.2%	-0.6	-15.1%	-12.0%	-7.2	-14.1%	19.8%	-1.6
Cc1nc(N2CCN(c3ccccn3)CC2)c2c(C)c(C(=O)N3CCN(c4cccc(Cl)c4)CC3)sc2n1	10.3%	1.1	-1.5%	-1.3%	14.1	-13.0%	-6.3%	-1.7
COc1ccc(Cl)cc1C(=O)Nn1c(C)nc2ccccc2c1=O	3.8%	-0.6	4.8%	-16.1%	.	0.4%	5.9%	0.4
COc1ccc2ccccc2c1/C=N/NC(=O)c1nnn(-c2nonc2N)c1CN(C)C	12.9%	1.3	-17.3%	-5.6%	1.3	0.3%	0.4%	1.5
Cn1c(-c2ccc[nH]c2=O)nc2cc(Cl)ccc21	9.4%	-0.7	-0.3%	3.3%	8.8	-7.4%	-1.6%	0.6
Cc1cccc(CSc2nc(N)c(C#N)c(-c3cccs3)c2C#N)c1	-3.1%	-2.9	-0.1%	-5.3%	0.3	-4.8%	4.1%	-2.4
CC1CCCCC1NC(=O)CN1C(=O)c2ccccc2S1(=O)=O (stereo not given)	-0.8%	-3.2	10.4%	6.1%	0.4	-6.4%	8.7%	-1.3
O=C(CNS(=O)(=O)c1cccs1)NCCc1ccc(Cl)cc1	-5.4%	2.0	-14.2%	2.9%	-2.4	0.4%	-5.6%	-0.1
COc1ccc(-c2nnc(NC(=O)CSc3ccccc3)s2)cc1OC	9.8%	-0.8	-20.9%	1.9%	2.0	-9.4%	-0.9%	-2.2
CCn1c(SCc2ccccc2)nc2c1c(=O)[nH]c(=O)n2C	-0.6%	0.1	2.2%	6.6%	-5.7	?	5.5%	-1.9
COc1ccc(S(=O)(=O)N2CCCCC2c2cc(C(=O)NCc3cccnc3)no2)cc1 (stereo not given)	-6.3%	-0.2	-7.9%	0.8%	-0.1	-4.0%	3.2%	0.9
Cc1nnc(OCC(=O)NCCC2=CCCCC2)c2ccccc12	2.2%	-0.6	5.2%	4.0%	.	1.0%	3.2%	-1.0
COc1ccc(NC(=O)NCc2cccnc2)c(OC)c1	6.3%	-1.2	-4.6%	4.0%	6.1	-12.5%	7.3%	-0.6
O=C(C1CCN(C2CCN(Cc3cccc4c3OCO4)CC2)CC1)N1CCOCC1	1.5%	1.1	-9.5%	-4.8%[57.1 µM]	4.4	1.2%	3.9%	-1.4
Cc1ccc(C(=O)Nc2c(N)nc(SCC(=O)NCC3CCCO3)[nH]c2=O)cc1 (stereo not given)	6.0%	1.6	2.4%	-1.0%	-10.2	-2.3%	1.6%	-4.0
Clc1ccccc1OCCn1cnc2ccccc21	6.0%	-0.3	-0.3%	5.3%	.	-6.0%	-0.3%	-2.6
CCC(Sc1nc2ccsc2c(=O)n1Cc1ccc(C(=O)O)cc1)C(=O)Nc1ccc(Cl)cc1 (stereo not given)	-6.5%	-2.5	-9.4%	-5.2%	2.8	-13.4%	8.9%	0.0
COc1cc(NC(=O)c2ccccc2)c(C)cc1NC(=O)CC(CC(=O)O)c1ccccc1 (stereo not given)	4.8%	-1.9	-5.2%	5.4%	-2.7	-0.7%	10.3%	-0.3
O=C(C1=C[C@@H](c2ccccc2)C[C@@H](OCc2ccc(CO)cc2)O1)N1CCOCC1	-11.1%	0.1	10.8%	0.6%	-3.9	3.2%	-2.8%	-0.1
Cc1csc2ncc(C(=O)NC(C)c3ccccc3)c(=O)n12 (stereo not given)	-7.9%	-1.7	-4.0%	1.1%	3.4	-2.0%	6.1%	-3.3
Cc1ccc(C(C)C)c(OCCNCc2ccccc2)c1	-6.3%	-1.5	-4.0%	1.4%	-3.3	-0.7%	2.3%	-4.4
Cc1cccc(-c2noc(-c3ccc(F)cc3)n2)c1	1.3%	0.3	-20.3%	-16.4%	.	-3.7%	13.6%	-1.0
COCCCNC(=S)N/N=C/c1ccc(N(C)C)cc1Cl	-1.0%	0.7	10.2%	-3.1%	1.3	0.9%	3.6%	6.5
C/C(=N\Nc1nncc2ccccc12)c1ccc(Cl)c([N+](=O)[O-])c1	0.7%	1.1	-3.3%	10.7%	-0.2	-2.4%	5.6%	0.3
COC(=O)CCCC(=O)N1CCOCCN(C(=O)CCCC(=O)OC)CCOCC1	12.4%	0.5	-0.1%	-14.9%	3.4	-9.6%	-8.3%	0.7
CC(CNC(=O)CCS(=O)(=O)c1ccc2c(c1)NC(=O)CO2)c1ccccc1 (stereo not given)	-7.3%	-2.5	-2.5%	-3.9%	-2.2	-5.8%	1.0%	-4.1
Cc1cc(NC(=O)CSc2nnc(-c3ccncc3)n2N)ccc1Br	-0.3%	-0.7	-7.1%	-0.4%	-2.4	-22.4%	-0.8%	0.3
Fc1ccc(-c2cc(C(F)(F)C(F)F)[nH]n2)cc1	-5.3%	-36.9*	-26.3%	-10.0%	8.9	-0.9%	2.2%	-3.1
Cc1ccc(-c2nc(-c3cccnc3)sc2CC(=O)O)cc1	9.3%	0.1	7.6%	-5.7%	?	-1.0%	6.8%	-1.2
COc1ccc(OC)c(N(CC(=O)N2CCC(C)CC2)S(=O)(=O)c2ccc(OC)c(OC)c2)c1	9.1%	0.9	0.9%	-6.4%	-0.1	0.9%	0.0%	-0.7
CCCNC(=O)C1(C)CCCN(C(=O)c2c(C)noc2C)C1 (stereo not given)	7.2%	2.3	-1.1%	-2.5%	0.4	-7.9%	10.3%	0.3
COc1ccc(N2CC(C(=O)N/N=C/c3c[nH]c4ccccc34)CC2=O)cc1 (stereo not given)	4.1%	-2.9	27.4%	?	2.7	-12.7%	8.8%	1.3
Cc1ccc(C2CCN(C(=S)NC(C)C)C2)cc1 (stereo not given)	0.2%	1.2	4.4%	-1.1%	-2.9	-4.6%	7.5%	0.3
Cc1ccc(S(=O)(=O)n2ccc3c2CCCC3=O)cc1	8.4%	-1.6	-10.8%	-2.5%	-13.8	26.7µM*	-4.2%	0.3
Cc1ccc(Cn2ccsc2=NC(=O)COC(=O)c2ccc(O)cc2O)cc1	-8.2%	-7.5	-12.4%	3.2%	-1.6	-8.1%	9.4%	-1.2
O=C(COC(=O)c1cc[n+]([O-])cc1)Nc1ccc2c(c1)OCCO2	5.7%	-0.8	3.4%	-1.3%	-7.3	-7.3%	0.7%	-2.7
COc1ccc(C2c3ccc(O)cc3Oc3ncn(Cc4ccccc4)c(=N)c32)cc1OC (stereo not given)	-16.2%	-2.7	-12.1%	-1.0%	2.9	-1.4%	4.9%	-2.5
CCCC1Cc2c(sc3nc(SC)nc(N)c23)CO1 (stereo not given)	3.3%	1.5	11.3%	-2.7%	-1.8	-1.9%	-2.6%	-0.9
CN(CC(=O)N1CCCCCC1)S(=O)(=O)c1ccccc1	4.3%	-7.3	-1.8%	0.1%	-0.6	-6.1%	-0.8%	-0.7
CCC(C)c1ccc(NC(=S)NCc2cccs2)cc1 (stereo not given)	29.0%	2.1	4.2%	-9.8%	.	-14.7%	29.4%	-4.2
CCOC(=O)C=C(C(=O)OCC)C(=O)OCC	-6.7%	1.8	-2.7%	-10.9%	2.5	10.6µM*	-1.5%	-0.7
COc1cc(/C=N/NC(=O)C2CCN(CC(O)COCc3ccccc3)CC2)cc(OC)c1OC (stereo not given)	-6.0%	0.8	4.5%	2.8%	-3.5	-2.0%	0.0%	-0.6
Cc1cc(=O)oc2c(C)c(OC(C)C(=O)NCCN3CCOCC3)ccc12 (stereo not given)	-3.3%	-3.3	-0.7%	3.8%	-6.0	-5.8%	-2.6%	-1.3
COc1ccc(C(=O)NNC(=O)c2cc3cc(OC)ccc3oc2=O)cc1	2.9%	-2.1	-6.1%	-1.6%	0.6	-6.5%	5.7%	2.0
CCOC(=O)c1c(C)c(C(=O)Nc2ccc3c(c2)OCCO3)c(C)n1CC	6.3%	-3.7	1.7%	146.7%[activator]	.	0.7%	2.4%	-1.4
O=C1CCN(C(=O)c2cccs2)c2ccccc21	-11.0%	-1.3	-16.9%	3.6%	-18.6	-0.3%	1.9%	4.7
Cc1ccc(CNC(=O)CN(C)S(=O)(=O)c2ccc3c(c2)n(C)c(=O)c(=O)n3C)cc1	13.1%	-0.8	-7.5%	5.1%	-0.5	-16.0%	9.1%	-1.7

Screens (PubChem BioAssay)
